ABCB6 inh 2: blocks the human ABCB6 transporter | fluorescence ratio to DMSO, % at 10 µM | AID 602162 | K562-ABCB6 porphyrin accumulation, flow cytometry, 1 h; active compounds read low | Q9NP58 | 360,000 compounds, 0.19% hits;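 active = fluorescence ratio to DMSO below 75%, the collection mean minus 3 SD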;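 also: signal is porphyrin accumulated inside mitochondria; 100% equals median channel fluorescence of DMSO control wells; lower ratio means ABCB6 inhibition with less porphyrin fluorescence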
MC4R ag barr: activates human MC4R beta-arrestin recruitment; P32245; U2OS MC4R beta-arrestin complementation, luminescence; percent of melanotan II response, DMSO zero; activation, % at 8.9 µM; 360,000 compounds, 0.98% hits;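 active = activation above a per-plate cutoff, the mean activation of sample wells on that plate plus 3 SD, cut at about 8% in these data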
Target sequence (P32245 whole entry, looked up): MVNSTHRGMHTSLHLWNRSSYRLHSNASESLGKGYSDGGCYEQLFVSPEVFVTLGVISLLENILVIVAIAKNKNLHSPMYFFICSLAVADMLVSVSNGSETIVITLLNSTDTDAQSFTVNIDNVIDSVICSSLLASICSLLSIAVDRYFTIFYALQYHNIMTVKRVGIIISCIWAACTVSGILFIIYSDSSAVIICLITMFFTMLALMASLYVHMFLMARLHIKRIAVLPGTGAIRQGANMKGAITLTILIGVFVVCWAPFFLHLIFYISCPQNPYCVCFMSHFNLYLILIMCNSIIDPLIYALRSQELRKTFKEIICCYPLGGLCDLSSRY
hiPSC survival: enhancers of human iPSC single-cell survival. hiPSC single-cell survival, ATPlite luminescence; 100% = ROCK inhibitor wells, 0% = DMSO. survival enhancement, % at 20 µM. 360,000 compounds, 0.044% hits. AID 602274; in the data active = survival enhancement above about 18%;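 also: cells exposed to compounds for 16 hours before the ATP read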
MC4R antag cAMP: human MC4R antagonism in cAMP assay; P32245; MC4R-expressing cells, MTII-stimulated cAMP, LANCE TR-FRET; inhibition, % at 6.5 µM; 360,000 compounds, 0.48% hits;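 active = inhibition above its plate's cutoff, the mean of tested wells on that plate plus 3 SD, cut at about 29% in these data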;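 also: 0% = Melanotan II alone and 100% = Melanotan II plus saturating MCL0020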
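Material – human MC4R-expressing U2OS cells · Repeats – no replicates · Detection – TR-FRET with Eu-cAMP and labeled anti-cAMP, 671 nm · Times – compound 30 min, challenge 1 h, detection 1 h · Compound – single nominal compound dose of 6.5 µM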
HTR2A ag: agonists of mouse serotonin 5-HT2A receptor (HTR2A). activation, % at 7.6 µM. 360,000 compounds, 0.66% hits. CHO-K1 mHTR2A beta-arrestin complementation, luminescence; percent of 30 µM serotonin response;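 active = activation above a run cutoff, the mean activation of all tested compounds plus 3 SD, cut at about 14% in these data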;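 also: 0% = plate median of compound wells and 100% = 30 µM serotonin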
Target sequence (P35363 whole entry, looked up): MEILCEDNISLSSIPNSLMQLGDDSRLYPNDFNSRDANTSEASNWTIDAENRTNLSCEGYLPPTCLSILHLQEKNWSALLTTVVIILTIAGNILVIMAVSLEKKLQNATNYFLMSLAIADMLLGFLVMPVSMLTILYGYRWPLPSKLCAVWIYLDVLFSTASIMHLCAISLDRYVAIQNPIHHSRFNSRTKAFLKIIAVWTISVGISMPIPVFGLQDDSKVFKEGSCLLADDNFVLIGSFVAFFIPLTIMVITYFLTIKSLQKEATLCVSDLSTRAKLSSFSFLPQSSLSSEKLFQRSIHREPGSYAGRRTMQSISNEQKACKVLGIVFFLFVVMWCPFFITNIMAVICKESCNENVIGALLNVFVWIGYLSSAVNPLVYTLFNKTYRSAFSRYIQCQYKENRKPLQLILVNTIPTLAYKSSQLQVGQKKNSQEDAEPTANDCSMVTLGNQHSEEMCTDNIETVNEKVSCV
ABHD5 PLIN5 PPI: blocks binding of human ABHD5 to perilipin-5; Split G. princeps luciferase complementation, luminescence, 4 h; 360,000 compounds, 0.78% hits; inhibition, % at 4 µM; Q00G26+Q8WTS1;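 active = inhibition above the mean inhibition across every tested compound plus 3 SD, cut at about 22% in these data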;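 also: 0% = DMSO only wells and the 100% control is not disclosed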
Cardio protect: modulators protecting cardiomyocytes from myocardial damage; H9c2 cardiomyocytes, H2O2 injury protection, ATPLite, 2 h; protection from H2O2 cell death, % at 20 µM; 360,000 compounds, 0.63% hits;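 active = compounds giving at least 50% protection of heart cells from peroxide-induced death in the single-dose screen, raw or plate-pattern-corrected value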;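 also: 0% = DMSO wells with peroxide and 100% = DMSO wells without peroxide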
aDG glyco act: increases alpha dystroglycan glycosylation; Pro5-aDG cells, alpha-DG glycosylation AlphaScreen (IIH6); 0% Pro5, 100% B10-LARGE cell signal; activation, % at 10 µM; 360,000 compounds, 0.22% hits;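 active = activation of at least 8% versus controls, or a plate z-score of at least 8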;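 also: Pro5 are CHO cells carrying HIG-tagged alpha-DG that lacks glycosylation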
N-glyco inh: N-linked glycosylation inhibition. D54 ERlucT glycosylation luciferase reporter, 24 h; percent of 100 nM tunicamycin response. reporter increase, % at 12.5 µM. 360,000 compounds, 0.23% hits;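 active = mean luciferase reporter signal, scaled so untreated is 0 and the glycosylation-blocking control 100, at or above a set limit in every replicate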;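 also: luciferase carries N-glycosylation sites so blocking glycosylation raises the light; 0% = median of neutral control wells and 100% = median of 100 nM tunicamycin wells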
Granule exo inh: lytic granule exocytosis inhibition; TALL-104 LAMP-1 surface exposure, flow cytometry; cells stimulated with thapsigargin and PMA; inhibition, % at 10 µM; 360,000 compounds, 0.66% hits;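 active = inhibition above about 55%, limit read from the data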
Active calls of the source: *.

Results for Cc1nc(C)c(-c2nnc(-c3ccc(C(C)(C)C)cc3)o2)cc1C(=O)NN ?
ABCB6 inh 2: 126; MC4R ag barr: 1.4; hiPSC survival: -1.2; MC4R antag cAMP: 13; HTR2A ag: 1; ABHD5 PLIN5 PPI: -2; Cardio protect: 3; aDG glyco act: -0.3; N-glyco inh: -3; Granule exo inh: -2

How did Cc1ccc(C(=O)CCC(=O)N(C)CC(=O)Nc2c(Cl)cccc2Cl)cc1 do in these assays?
ABCB6 inh 2: 100; MC4R ag barr: -1.5; hiPSC survival: 1.0; MC4R antag cAMP: 16; HTR2A ag: 9; ABHD5 PLIN5 PPI: -2; Cardio protect: 3; aDG glyco act: 4.2; N-glyco inh: 0; Granule exo inh: 6

What do the screens show for `CC1CC(NNC(=O)c2ccccc2)=Nc2ccccc2N1C` (stereo not drawn)?
ABCB6 inh 2: 96; MC4R ag barr: -2.2; hiPSC survival: 0.0; MC4R antag cAMP: -1; HTR2A ag: 3; ABHD5 PLIN5 PPI: -1; Cardio protect: 14; aDG glyco act: -0.3; N-glyco inh: 2; Granule exo inh: -3

Results for C=C(C)Cn1c(N(CCO)Cc2ccccc2)nc2c1c(=O)[nH]c(=O)n2C ?
ABCB6 inh 2: 103; MC4R ag barr: 0.1; hiPSC survival: 2.5; MC4R antag cAMP: 2; HTR2A ag: 3; ABHD5 PLIN5 PPI: 3; Cardio protect: 9; aDG glyco act: -0.1; N-glyco inh: 0; Granule exo inh: 0

How did CCOC(=O)c1cnc(-n2nc(C)cc2C)nc1NC(C)c1ccccc1 (stereo not drawn) do in these assays?
ABCB6 inh 2: 91; MC4R ag barr: -2.0; hiPSC survival: 11; MC4R antag cAMP: 13; HTR2A ag: -8; ABHD5 PLIN5 PPI: -3; Cardio protect: 6; aDG glyco act: 5.1; N-glyco inh: -2; Granule exo inh: 30

Results for Cc1ccc(S(=O)(=O)N2CCOCC2)cc1NC(=O)COC(=O)c1cccnc1Cl ?
ABCB6 inh 2: 99; MC4R ag barr: -0.2; hiPSC survival: -0.6; MC4R antag cAMP: 21; HTR2A ag: -2; ABHD5 PLIN5 PPI: -1; Cardio protect: -5; aDG glyco act: 0.3; N-glyco inh: 0; Granule exo inh: -1

How did COc1ccc(N(C)S(=O)(=O)c2cccc(C(=O)OCC(=O)c3c(N)n(C)c(=O)n(C)c3=O)c2)cc1 do in these assays?
ABCB6 inh 2: 99; MC4R ag barr: -2.2; hiPSC survival: -0.5; MC4R antag cAMP: 2; HTR2A ag: 1; ABHD5 PLIN5 PPI: -3; Cardio protect: -5; aDG glyco act: -0.3; N-glyco inh: -2; Granule exo inh: -8

What do the screens show for `O=c1[nH]ncn2cccc12`?
ABCB6 inh 2: 101; MC4R ag barr: 1.2; hiPSC survival: 4.6; MC4R antag cAMP: 0; HTR2A ag: 1; ABHD5 PLIN5 PPI: 1; Cardio protect: 2; aDG glyco act: -0.1; N-glyco inh: 2; Granule exo inh: -2

Results for Cc1ccc(N(C(=O)c2ccncc2)C2C=CS(=O)(=O)C2)cc1 (stereo not drawn) ?
ABCB6 inh 2: 100; MC4R ag barr: -0.4; hiPSC survival: 0.1; MC4R antag cAMP: -3; HTR2A ag: 4; ABHD5 PLIN5 PPI: 3; Cardio protect: 4; aDG glyco act: -0.1; N-glyco inh: 2; Granule exo inh: -4

What do the screens show for `CN1CCC(CO)(Cc2ccccc2)CC1`?
ABCB6 inh 2: 100; MC4R ag barr: -0.3; hiPSC survival: -0.4; MC4R antag cAMP: 2; HTR2A ag: -6; ABHD5 PLIN5 PPI: -1; Cardio protect: 2; aDG glyco act: -0.1; N-glyco inh: 0; Granule exo inh: -1

How did CCc1csc(CNC(=O)C2CCC(=O)N(Cc3cccc(F)c3)C2)n1 (stereo not drawn) do in these assays?
ABCB6 inh 2: 100; MC4R ag barr: -2.7; hiPSC survival: 0.3; MC4R antag cAMP: 4; HTR2A ag: 9; ABHD5 PLIN5 PPI: -4; Cardio protect: 4; aDG glyco act: -0.1; N-glyco inh: 2; Granule exo inh: -1

How did O=C(Nc1cccc(-c2nc3cccnc3s2)c1)c1ccc(Cl)nc1 do in these assays?
ABCB6 inh 2: 97; MC4R ag barr: 8.6*; hiPSC survival: -0.7; MC4R antag cAMP: 3; HTR2A ag: 1; ABHD5 PLIN5 PPI: -4; Cardio protect: 15; aDG glyco act: -0.1; N-glyco inh: -2; Granule exo inh: 4

What do the screens show for `CSc1nc(N(C)NC(=O)c2cccc(C)c2)c2ccccc2n1`?
ABCB6 inh 2: 97; MC4R ag barr: -4.6; hiPSC survival: 0.3; MC4R antag cAMP: -23; HTR2A ag: -3; ABHD5 PLIN5 PPI: -6; Cardio protect: -10; aDG glyco act: 0.0; N-glyco inh: 9; Granule exo inh: 2

What do the screens show for `CCOc1ccc2nc(NC(=O)CS(=O)(=O)c3ccc(C)cc3)sc2c1`?
ABCB6 inh 2: 105; MC4R ag barr: 11*; hiPSC survival: -1.2; MC4R antag cAMP: -10; HTR2A ag: 0; ABHD5 PLIN5 PPI: -2; Cardio protect: 34; aDG glyco act: -0.2; N-glyco inh: -2; Granule exo inh: -1

What do the screens show for `Cc1ccccc1S(=O)Cc1ccc(C(=O)N2CCN(C(=O)c3ccco3)CC2)o1` (stereo not drawn)?
ABCB6 inh 2: 99; MC4R ag barr: 1.3; hiPSC survival: 0.1; MC4R antag cAMP: 22; HTR2A ag: 2; ABHD5 PLIN5 PPI: 75*; Cardio protect: 0; aDG glyco act: -0.2; N-glyco inh: 0; Granule exo inh: -12

How did COc1ccccc1CP(=O)(c1ccccc1)c1ccccc1 do in these assays?
ABCB6 inh 2: 89; MC4R ag barr: -2.8; hiPSC survival: 1.1; MC4R antag cAMP: 2; HTR2A ag: -1; ABHD5 PLIN5 PPI: -5; Cardio protect: 2; aDG glyco act: 0.1; N-glyco inh: 1; Granule exo inh: 1

How did [O-][n+]1c2c(nn1-c1ccccc1)/C(=N/O)CCC2 do in these assays?
ABCB6 inh 2: 95; MC4R ag barr: 0.4; hiPSC survival: 2.2; MC4R antag cAMP: 1; HTR2A ag: 5; ABHD5 PLIN5 PPI: 2; Cardio protect: 10; aDG glyco act: -0.5; N-glyco inh: 2; Granule exo inh: 3

How did CCC(C)N(C(=O)COC(=O)C1C(C(=O)OC)=C(C)NC(C)=C1C(=O)OC)C1CCS(=O)(=O)C1 (stereo not drawn) do in these assays?
ABCB6 inh 2: 95; MC4R ag barr: -2.4; hiPSC survival: 1.7; MC4R antag cAMP: 13; HTR2A ag: 3; ABHD5 PLIN5 PPI: 2; Cardio protect: -1; aDG glyco act: -0.1; N-glyco inh: -2; Granule exo inh: 1

What do the screens show for `COCCNc1nc(Oc2ccc(Cl)c(Cl)c2)c2sccc2n1`?
ABCB6 inh 2: 99; MC4R ag barr: 0.5; hiPSC survival: -0.8; MC4R antag cAMP: 4; HTR2A ag: 12; ABHD5 PLIN5 PPI: 2; Cardio protect: -2; aDG glyco act: 0.3; N-glyco inh: -3; Granule exo inh: 0

How did N#CC(C(=O)Nc1cccc(Cl)c1)=C1Nc2ccccc2N1 do in these assays?
ABCB6 inh 2: 96; MC4R ag barr: 5.4; hiPSC survival: 2.4; MC4R antag cAMP: -6; HTR2A ag: 7; ABHD5 PLIN5 PPI: -2; Cardio protect: -8; aDG glyco act: 1.7; N-glyco inh: 0; Granule exo inh: -4

How did CC(C)c1cc(C(=O)N/N=C/C=C/c2ccccc2)n[nH]1 do in these assays?
ABCB6 inh 2: 104; MC4R ag barr: -2.6; hiPSC survival: -0.8; MC4R antag cAMP: -9; HTR2A ag: -4; ABHD5 PLIN5 PPI: -4; Cardio protect: -8; aDG glyco act: 0.0; N-glyco inh: 4; Granule exo inh: -6

Results for Cc1ccccc1CSc1nnc(-c2ccccc2)c(=O)[nH]1 ?
ABCB6 inh 2: 98; MC4R ag barr: -1.9; hiPSC survival: 0.6; MC4R antag cAMP: 1; HTR2A ag: 2; ABHD5 PLIN5 PPI: 4; Cardio protect: -10; aDG glyco act: 0.0; N-glyco inh: 1; Granule exo inh: -1

How did CCc1ccccc1-n1nnnc1SCC(=O)Nc1cc(C)on1 do in these assays?
ABCB6 inh 2: 88; MC4R ag barr: 1.7; hiPSC survival: -0.5; MC4R antag cAMP: -3; HTR2A ag: 15*; ABHD5 PLIN5 PPI: -6; Cardio protect: -1; aDG glyco act: 0.1; N-glyco inh: -2; Granule exo inh: 6

What do the screens show for `O=C1C=C(c2ccc(F)cc2OCc2ccccc2)C[C@@H](c2ccc3c(c2)OCO3)C1`?
ABCB6 inh 2: 95; MC4R ag barr: 0.2; hiPSC survival: 0.5; MC4R antag cAMP: 0; HTR2A ag: -2; ABHD5 PLIN5 PPI: 2; Cardio protect: 3; aDG glyco act: 0.1; N-glyco inh: 0; Granule exo inh: -2

What do the screens show for `Cc1cccc(CC2CC(=O)N(c3ccc([N+](=O)[O-])cc3)C2=O)c1` (stereo not drawn)?
ABCB6 inh 2: 99; MC4R ag barr: -2.3; hiPSC survival: 0.6; MC4R antag cAMP: 5; HTR2A ag: -4; ABHD5 PLIN5 PPI: -25; Cardio protect: 1; aDG glyco act: 0.1; N-glyco inh: 3; Granule exo inh: 0

What do the screens show for `COc1ccccc1CNC(=O)C1CCN(C(=O)c2sccc2-n2cccc2)CC1`?
ABCB6 inh 2: 104; MC4R ag barr: -1.9; hiPSC survival: 0.0; MC4R antag cAMP: 1; HTR2A ag: 0; ABHD5 PLIN5 PPI: -1; Cardio protect: 5; aDG glyco act: 0.0; N-glyco inh: 1; Granule exo inh: 6

What do the screens show for `CCOc1ccc(-c2nnn(CC(=O)NCc3ccc4c(c3)OCO4)n2)cc1`?
ABCB6 inh 2: 97; MC4R ag barr: 9.3*; hiPSC survival: 0.2; MC4R antag cAMP: -2; HTR2A ag: 7; ABHD5 PLIN5 PPI: 8; Cardio protect: -4; aDG glyco act: -0.1; N-glyco inh: 2; Granule exo inh: -2

What do the screens show for `CCc1ccc(/C=C2/SC(=S)N(CCC(=O)Nc3cccc(C(=O)O)c3)C2=O)cc1`?
ABCB6 inh 2: 100; MC4R ag barr: 2.0; hiPSC survival: 1.5; MC4R antag cAMP: 10; HTR2A ag: 7; ABHD5 PLIN5 PPI: 11; Cardio protect: -13; aDG glyco act: -0.4; N-glyco inh: -2; Granule exo inh: 2

What do the screens show for `COc1ccc(NC(=O)c2ccc3nccnc3c2)cc1`?
ABCB6 inh 2: 101; MC4R ag barr: 2.2; hiPSC survival: -2.3; MC4R antag cAMP: 12; HTR2A ag: 6; ABHD5 PLIN5 PPI: 4; Cardio protect: -14; aDG glyco act: 0.0; N-glyco inh: -5; Granule exo inh: -2

Screening results deposited in PubChem BioAssay by several laboratories.
